Compound activity from PubChem BioAssay.
Eya2 phos inh = qHTS Assay for Inhibitors of the Phosphatase Activity of Eya2. Protein phosphatase EYA2 (Homo sapiens), O00167. Potency, µM (highest dose often 76.9 µM), without a hit: at the highest dose activity, negative = inhibition, hits mostly inhibitors. recombinant Eya2, OMFP fluorescence dephosphorylation (OMFP is methylfluorescein phosphate). 0.006% of 330,000 active; further: potency means the concentration at half of the fitted maximal effect; on the % scale 0 is the no-effect control and ±100 the full control effect
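Eya2 (0.2 uM) preincubated 10 min at ambient with compound, then OMFP substrate added at 50 uM; 10 min reaction in 50 mM HEPES pH 7.5, 50 mM NaCl, 5 uM MgCl2, 0.05% BSA, 1 mM DTT. Fluorescence read at Ex 485/Em 525 nm.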
AT treatment = qHTS Assay for Identifying a Potential Treatment of Ataxia-Telangiectasia; […] A-T fibroblasts, KAP-1 phosphorylation AlphaLISA; neocarzinostatin DNA damage 30 min before lysis; Potency, µM (titrated, usually from 57.5 µM), without a hit: at the top dose activation, most hits filed as activators; 0.19% of 320,000 active; AID 485349, 2010; further: potency means the concentration at half of the fitted maximal effect; % of control where 0% means no effect; nearly all actives have a fitted effect of over 45% in size
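ATM-like activity read as KAP-1 phosphorylation via AlphaLISA donor/acceptor antibody pairs after lysis and 6 hr at 25C. Cells were ATM-null patient fibroblasts ([…], hTERT), dosed 60 min, then exposed to the DSB inducer NCS for 30 min.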
hERG WT inh = qHTS for Inhibitors of KCHN2 3.1: Wildtype qHTS | Voltage-gated inwardly rectifying potassium channel KCNH2 (Homo sapiens), Q12809 | U2OS, BacMam KCNH2, thallium flux FluxOr; stronger effect = lower value | activity change, % at 1.84 µM | 0.37% of 340,000 active;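 active means maximum activity change below -70%; inconclusive means maximum activity change between -70% and -50%; inactive means maximum activity change above -50%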; further: on the % scale 0 is the no-effect control and ±100 the full control effect
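U2OS cells transduced with wild-type KCNH2 virus are loaded with FluxOr dye for 45 min, and thallium flux is measured in kinetic reads before and after stimulation buffer. Rate constants are normalized to DMSO controls.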
Mito fusion yeast = qHTS Assay for Small Molecule Inhibitors of Mitochondrial Division or Activators of Mitochondrial Fusion. S. cerevisiae fusion-defective mutant growth rescue, CellTiterGlo 48 h. Potency, µM (doses to about 46.1 µM), for the others: at the top dose growth rescue (activation), most hits filed as activators. 0.23% of 320,000 active;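 further: potency means the concentration at half of the fitted maximal effect; % of control where 0% means no effect; nearly all actives have a fitted effect of over 45% in size; temperature-sensitive fusion mutants such as fzo1-1 at 37 °C on non-fermentable ethanol glycerol medium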
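S. cerevisiae fusion-defective temperature-sensitive mutants (e.g. fzo1-1, mgm1-5) grown 48 h at 37C in YPEG (ethanol/glycerol non-fermentable) medium with 23 nl compound per well; growth rescue read as CellTiterGlo luminescence.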
TSHR antagonist = Antagonists of the Thyroid Stimulating Hormone Receptor: HTS campaign; activity change, negative = inhibition, % at 11.5 µM; 0.2% of 330,000 active; TSHR-expressing cells, TSH-stimulated cAMP HTRF, 2 h; stronger effect = lower value;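 active means activity change below a set negative limit, meaning inhibition stronger than a set level, cut at about -70% in these data; inconclusive means activity change between two set negative limits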; further: on the % scale 0 is the no-effect control and ±100 the full control effect
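TSHR-expressing cells, 200/well, pre-treated with compound, then stimulated with EC80 TSH (4nM final) for 2 hours at 37 deg C. cAMP measured by competitive HTRF: anti-cAMP cryptate antibody in lysis buffer plus cAMP-d2, read after 30 minutes at room temperature.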
USP2a inh = qHTS Assay for Inhibitors of Ubiquitin-specific Protease USP2a Using CHOP2 as the Reporter. 0.01% of 330,000 active. Potency, µM (top dose mostly 38.3 µM), inactives show top-dose activity change, negative = inhibition, actives largely listed as inhibitors. USP2 core, Ub-CHOP2 coupled fluorogenic reporter, 485/531. AID 463254, 2010. Ubiquitin carboxyl-terminal hydrolase 2 (Homo sapiens), O75604;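 further: potency means the concentration at half of the fitted maximal effect; plate controls were DMSO wells for no effect and full inhibition by NEM control for full effect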
Target sequence (O75604 whole entry, looked up): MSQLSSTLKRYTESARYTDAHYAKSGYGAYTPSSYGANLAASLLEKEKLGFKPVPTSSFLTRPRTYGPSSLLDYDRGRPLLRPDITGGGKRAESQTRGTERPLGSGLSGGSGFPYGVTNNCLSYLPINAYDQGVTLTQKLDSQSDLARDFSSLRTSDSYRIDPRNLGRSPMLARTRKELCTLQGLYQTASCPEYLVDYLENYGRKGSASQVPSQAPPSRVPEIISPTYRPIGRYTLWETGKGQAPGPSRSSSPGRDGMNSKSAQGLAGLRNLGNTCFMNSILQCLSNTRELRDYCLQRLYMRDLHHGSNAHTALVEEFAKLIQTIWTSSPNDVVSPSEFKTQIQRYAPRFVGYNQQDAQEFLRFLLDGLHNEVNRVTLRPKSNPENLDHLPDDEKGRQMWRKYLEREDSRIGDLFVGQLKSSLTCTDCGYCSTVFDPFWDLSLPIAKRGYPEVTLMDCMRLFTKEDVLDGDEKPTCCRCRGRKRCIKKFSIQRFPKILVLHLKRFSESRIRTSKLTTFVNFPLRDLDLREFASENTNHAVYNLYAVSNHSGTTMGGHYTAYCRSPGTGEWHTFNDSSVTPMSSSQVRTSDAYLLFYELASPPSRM
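Cell-free coupled assay: 10nM USP2 core preincubated 30min RT with compound in Tris-HCl pH 8.0/CaCl2/CHAPS buffer, then 25nM Ub-CHOP2 and 25nM reporter substrate; fluorescence (Ex 485/Em 531) read after 60min RT, normalized to NEM inhibition, concentration-response curves fitted.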
KCNH2 3.1 block = qHTS for Inhibitors of KCHN2 3.1: Mutant qHTS | Potassium voltage-gated channel subfamily H member 2, brain isoform KCNH2 3.1 (human) | U2OS KCNH2 3.1, thallium flux FluxOr; stronger effect = lower value | activity change, % (tested at about 1.8 µM) | 0.95% of 340,000 active | AID 720553, 2013;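 active means maximum activity change below -70%; inconclusive means maximum activity change from -70% to -50%; inactive means maximum activity change above -50%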;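 further: thallium influx rate constant from kinetic fluorescence after stimulation buffer; on the % scale 0 is the no-effect control and ±100 the full control effect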
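Thallium flux read-out: FluxOr dye with Red40 quencher in HBSS/HEPES, 45 min at RT. Rate constants from kinetic reads were normalized to positive and negative DMSO controls. Cells: U2OS virally expressing the 3.1 isoform.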
TRPV1 ag = HTS Assay for Compounds that Act as Agonists of the Vanilloid Receptor 1. TRPV1-expressing cells, Fluo-8 calcium influx, agonist mode. AID 540275, 2011. Transient receptor potential cation channel subfamily V member 1 (Homo sapiens), Q8NER1. activation, % at 8.33 µM. 0.19% of 320,000 active; in the data active means activation above about 80%; inconclusive means between about 30% and that limit; further: 0% is about no effect
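Cells expressing TRPV1 were dye-loaded with Fluo-8 and read kinetically: 10 s baseline, 3 min after compound (agonist portion), then 2 min after EC20 capsaicin (allosteric enhancer portion). Calcium-bound dye fluorescence at 480/520 nm.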
ELG1 repair inh = qHTS screen for small molecules that inhibit ELG1-dependent DNA repair in human embryonic kidney (HEK293T) cells expressing luciferase-tagged ELG1; 2.3% of 330,000 active; AID 504467, 2011; HEK293T ELG1-luciferase reporter, luminescence, 16 h; DNA damage induced by 5-fluorouridine; Potency, µM (highest dose often 46.1 µM), without a hit: at the highest dose activity change, negative = inhibition, actives largely listed as inhibitors; further: potency means the concentration at half of the fitted maximal effect; on the % scale 0 is the no-effect control and ±100 the full control effect; nearly all actives have a fitted effect of over 55% in size
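Cells (2,000 per well) received 5-fluorouridine plus test compound or DMSO and were incubated 16 hr at 37 °C, 5% CO2. Luciferase activity was read by luminescence 30 min after ONE-Glo addition; signal suppression marked inhibition of damage-induced ELG1 function.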
TCR act = Activators of T cell receptors: qHTS campaign; primary human leukocytes, anti-CD3, IL-2 HTRF, 48 h; Potency, µM (top dose mostly 9.22 µM), for the others: at the highest dose activation of IL-2 secretion, hits mostly activators; 330,000 tested, under 10 active; further: % of control where 0% means no effect
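Human primary leukocytes + a-CD3 beads + cpd, 48 hr; IL-2 in supernatant by HTRF (ex 320nm / em 665nm). No co-stimulatory signal supplied.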
Active calls of the source: *; u = inconclusive; x = no result given; [ ] = remark or other dose. Unless noted, the call rests on the fitted dose curve; in most records, active means well fitted curve in the direction sought with a large enough effect; inconclusive means small, poorly fitted or top-dose-only effect, or another doubt; inactive means no such curve, though single readings can be large; an effect the other way counts as inactive or inconclusive.

SMILES	Eya2 phos inh	AT treatment	hERG WT inh	Mito fusion yeast	TSHR antagonist	USP2a inh	KCNH2 3.1 block	TRPV1 ag	ELG1 repair inh	TCR act
O=C(COC(=O)c1ccc(S(=O)(=O)NCc2ccco2)cc1)NC1CCCCC1	-8%	1%	-5	3%	5	1%	-10	-1	7%	-2%
O=C(C1COc2ccccc2O1)N1CCN(c2ccccc2Cl)CC1 (stereo not drawn)	-9%	-1%	6	-7%	-6	0%	-8	11	-3%	-5%
CSCCC1NC(=S)N(Cc2ccccc2)C1=O (stereo not drawn)	-2%	-7%	x	-2%	6	4%	25	5	-4%	-37%
COc1ccc(Nc2ncc(F)c(N3CCOCC3)n2)cc1	-1%	-4%	5	-1%	-2	1%	-1	u	u	2%
COc1ccc(S(=O)(=O)N2CCCOC2CNC(=O)C(=O)NCc2ccccc2F)cc1C (stereo not drawn)	-1%	15%	-4	5%	5	5%	x	-2	-24%	-6%
COC(=O)c1cc(Cl)c(NC(=O)Cc2ccccc2)cc1OC	4%	3%	1	0%	-8	1%	-5	-2	1%	-7%
CC1CN(CCCCOc2cccc(Oc3ccccc3)c2)CC(C)O1 (stereo not drawn)	1%	6%	39	u	1	-7%	-33	-2	6%	x
CC12CCC(C)(c3nc4ccccc4nc31)C2(C)C	-12%	-6%	-6	-2%	3	1%	4	4	0%	0%
O=S(=O)(c1cccc(-c2nnco2)c1)N1CCOCC1	-29%	-4%	-7	-1%	8	-11%	2	-1	9%	-22%
CCCCOc1cccc(C2C(C(=O)c3cccs3)=C(O)C(=O)N2Cc2cccnc2)c1 (stereo not drawn)	12%	-11%	-6	0%	-3	3%	8	5	-3%	-1%[46.1 µM]
COCC(=O)Nc1ccc(S(=O)(=O)NCCc2ccccc2)cc1	-18%	2%	2	-3%	5	-2%	4	3	-14%	1%
COc1ccc2[nH]c(C(=O)NCc3ccc4c(c3)OCO4)cc2c1	0%	-5%	1	1%	-1	-1%	0	16	-21%	-4%
COc1ccc(S(=O)(=O)N(C)CC(=O)N2CCCCC2)cc1Cl	-21%	-10%	-21	0%	-1	1%	-8	7	21%	6%
Cc1ccc(C(=O)N2CCN(c3ccc(NC(=O)c4cccnc4Cl)cc3)CC2)cc1	-8%	-3%	-11	9%	7	4%	-15	-5	u	-1%
COc1ccc(CN(C(=O)c2ccc(-c3ccccc3)[nH]2)C(C(=O)NCC2CCCO2)c2ccc(C)o2)cc1 (stereo not drawn)	6%	13%	-6	-16%	5	0%	-24	u	-21%	6%
COc1ccc(S(=O)(=O)N2CCOCC2)cc1NC(=O)CN1C(=O)CN(C)C1=O	-17%	4%	-9	x	x	1%	3	x	8%	-11%
O=C(COC(=O)CNC(=O)c1ccccc1F)Nc1ccc2c(c1)OCO2	-7%	-1%	-11	3%	0	0%	-2	0	6%	0%
OCCNCc1cccc2ccccc12	7%	2%	4	1%	-4	12%	-7	2	5%	-4%
CN1CCN(C(=O)c2cccc(S(=O)(=O)N3CCCCC3)c2)CC1	17%	12%	2	-2%	2	2%	0	-3	8%	2%
N=c1sccn1CC(=O)Nc1cc(Cl)ccc1[N+](=O)[O-]	-8%	-5%	1	2%	-1	4%	1	-2	-7%	3%

Looked up above:
`CN1CCN(C(=O)c2cccc(S(=O)(=O)N3CCCCC3)c2)CC1` – TSHR antagonist: 2
`O=C(COC(=O)CNC(=O)c1ccccc1F)Nc1ccc2c(c1)OCO2` – AT treatment: -1%

More structures follow.
SMILES	Eya2 phos inh	AT treatment	hERG WT inh	Mito fusion yeast	TSHR antagonist	USP2a inh	KCNH2 3.1 block	TRPV1 ag	ELG1 repair inh	TCR act
Cc1cc(C(=O)Nc2ccon2)cs1	11%	-3%	-10	1%	2	-1%	-13	3	u	x
O=C(Nc1ccc(F)c(F)c1)C1CCCN(S(=O)(=O)c2cnc[nH]2)C1 (stereo not drawn)	-6%	3%	-2	-2%	-7	-5%	4	-1	1%	-2%
O=C1C(C=NCCCN2CCOCC2)=C(O)c2ccccc21	3%	9%	-2	0%	3	-1%	4	0	u	-1%
CC(C)c1onc(C(=O)Nc2ccc3c(c2)OCO3)c1[N+](=O)[O-]	8%	1%	-8	-6%	-11	2%	1	u	29%	-3%
CS(=O)(=O)N1CCC(NC(=O)Nc2ccc(OC(F)(F)F)cc2)CC1	6%	4%	-3	-19%	-26	0%	7	-6	19%	-51%
O=C(O)CCC(=O)Nc1ccc(S(=O)(=O)N2CCCC2)cc1	-5%	-5%	5	0%	2	-1%	0	-4	4%	7%
Nc1cc(C(F)(F)F)ccc1OCC1CCCO1 (stereo not drawn)	-2%	8%	-7	-1%	-5	-1%	-12	5	u	-12%
CC1CN=C(NC2CCCCC2C)S1 (stereo not drawn)	4%	6%	4	-6%	-7	-2%	-9	2	1%	2%
CC1CCCCN1CCCNC(=O)CN1C(=O)c2cccnc2Oc2ccccc21 (stereo not drawn)	-2%	-6%	5	6%	-6	4%	-3	-1	5%	0%
Cc1ccc(C)c(CNC(=O)Nc2ccccc2)c1	4%	-7%	-1	0%	2	0%	31	2	u	1%
Cc1ccc(NC(=O)/C(C#N)=C/c2ccccc2C(F)(F)F)cc1	4%	1%	5	0%	1	1%	0	-2	1%	-3%[46.1 µM]
O=C(c1cnc2n(c1=O)CCS2)N(c1ccccc1)C1CCCCC1	4%	16%	-2	8%	41	1%	-3	7	-18%	4%
CC1(C)OC(=O)C(=Cc2ccc(-c3ccc(Cl)c(C(=O)O)c3)o2)C(=O)O1	6%	-6%	-9	0%	4	4%	-4	2	-1%	3%
COCCNC(=O)CSc1cc(-c2ccccc2)c2ccc(OC)cc2n1	-5%	7%	5	25%	1	0%	0	u	-25%	-12%
CCOC(=O)N1CCc2c(sc3c2c(=O)n(Cc2ccccc2)c(=O)n3Cc2cccc(C)c2)C1	-4%	4%	0	17%	-5	1%	-3	3	-9%	0%
CC1=C(Sc2nc3ccccc3[nH]2)C(=O)NC(C)(C)C1	12%	6%	-3	0%	3	0%	-9	-1	u	2%
CCOc1ccc(C(=O)NC(=S)Nc2ccccc2OC)cc1[N+](=O)[O-]	1%	1%	8	-3%	-6	-2%	-10	8	-12%	-1%[46.1 µM]
CCC(C)NC(=O)c1cc2cc3ccc(OC)cc3nc2s1 (stereo not drawn)	-23%	x	6	2%	4	-3%	7	2	u	0%
COc1ccc(/C=N/NC(=O)c2ccc(NC(C)=O)cc2)cc1COc1ccc(F)cc1F	-2%	14%	-12	-6%	4	1%	-12	-1	6%	0%
C/C(=N/NC(=O)c1cn(-c2cccc(C)n2)cn1)c1ccc(C)cc1	20%	5%	7	2%	20	1%	2	0	-25%	1%
CC(=O)NC1(C(F)(F)F)C(=O)Nc2c1c(=O)[nH]c(=O)n2CCc1ccccc1 (stereo not drawn)	1%	-8%	-1	1%	2	1%	19	0	-15%	1%
CCCCCn1c(=O)c(-c2nc3ccccc3c(=O)[nH]2)c(O)c2ccccc21	-5%	7%	x	1%	-4	1%	x	-2	u	x
CC(C)CN(C(=O)COc1ccc([N+](=O)[O-])cc1)c1c(N)n(CC(C)C)c(=O)[nH]c1=O	-21%	4%	0	-1%	-21	2%	-2	-1	1%	-6%
COc1cccc(C(=O)NNC(=O)c2cccnc2)c1	-2%	-6%	-1	-6%	15	0%	-3	3	0%	4%
Cc1ccc(NCc2nnc(SCC(=O)O)n2-c2ccc(C)cc2)cc1	-2%	4%	0	2%	9	0%	0	26	-10%	7%
Fc1cccc2sc(N3CCCCC3)nc12	-9%	1%	2	1%	-2	4%	5	19	u	11%
CC1(C)CC(=O)C/C(=N\NC(=O)C2CC23CCC3)C1 (stereo not drawn)	-3%	-9%	-13	2%	0	1%	-17	0	1%	-6%
O=C(NCCCN1CCOCC1)c1cccnc1SCc1ccccc1Cl	4%	6%	-7	-8%	24	-7%	5	-8	13%	6%
O=C(O/N=C1\CCS(=O)(=O)c2sccc21)c1c(F)cccc1F	-12%	-1%	-5	-5%	20	-9%	-5	2	2%	3%
O=c1ccc(-c2ccccc2)no1	-30%	2%	-1	-3%	-11	2%	-16	-1	0%	-2%

The list is partial. The share of hits here may be higher or lower than overall.
